TNF death inh = blocks TNF-alpha induced death of Jurkat FADD-/- cells; activation (protection from cell death), % at 10 µM; 220,000 compounds, 0.068% hits; Jurkat FADD-/- TNF necroptosis rescue, ATP luminescence, 24 h; 0 = TNF only, 100 = no-TNF cells; AID 463075;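 active = activation, meaning protection from cell death, of at least 50% relative to plate controls; inactive = activation below 50%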;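 also: necroptosis triggered by 40 ng/mL TNF-alpha added together with compound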
PERK inhibitor = human PERK inhibition, primary cell-based screen | Q9NZJ5 | CHO PERK-DD fusion, SEAP luminescence translation reporter | inhibition, % at 5.6 µM | 220,000 compounds, 0.17% hits;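 active = inhibition above the mean inhibition of all tested compounds plus 3 SD, set separately per screening campaign, cut at about 2.9% in these data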;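 also: PERK kinase domain activated by AP20187 dimerizer at 100 nM; 0% = DMSO with dimerizer and 100% = rapamycin at 8.4 µM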
L929 necroptosis = blocks zVAD induced death of L929 cells; L929 zVAD necroptosis rescue, ATP luminescence, 24 h; with zVAD 60 µM; viability rescue, % at 10 µM; 220,000 compounds, 0.38% hits; AID 1377;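 active = activation, scaled between plate controls, above about 75%, limit read from the data; inactive = activation under that limit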;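 also: 0% = zVAD with DMSO and 100% = DMSO alone without zVAD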
Hck-Nef inh = blocks Nef-activated human Hck kinase; P08631; Recombinant Hck-YEEI plus Nef, Z-Lyte FRET kinase assay; inhibition, % at 20 µM; 220,000 compounds, 0.68% hits;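 active = Hck-Nef kinase inhibition above about 50%, limit read from the data; inactive = inhibition below that limit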;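 also: 0% = DMSO with Hck plus Nef and 100% = Hck alone without Nef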
Target sequence (P08631 whole entry, looked up): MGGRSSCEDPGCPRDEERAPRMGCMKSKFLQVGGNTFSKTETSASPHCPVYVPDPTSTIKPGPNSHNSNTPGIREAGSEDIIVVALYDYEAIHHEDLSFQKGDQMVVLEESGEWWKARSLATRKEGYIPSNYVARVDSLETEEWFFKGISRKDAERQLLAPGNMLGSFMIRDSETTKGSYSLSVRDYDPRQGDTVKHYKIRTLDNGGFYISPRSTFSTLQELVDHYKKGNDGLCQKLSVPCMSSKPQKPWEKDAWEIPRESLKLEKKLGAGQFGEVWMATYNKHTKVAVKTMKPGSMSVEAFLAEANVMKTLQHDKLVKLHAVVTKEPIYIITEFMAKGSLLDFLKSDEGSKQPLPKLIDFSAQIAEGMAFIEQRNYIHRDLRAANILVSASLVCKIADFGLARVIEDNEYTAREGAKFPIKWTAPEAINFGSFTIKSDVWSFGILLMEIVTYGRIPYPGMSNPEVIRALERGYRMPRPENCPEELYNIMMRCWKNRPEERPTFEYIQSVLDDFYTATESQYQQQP
Runt-SMMHC FRET = Runt domain-CBFb-SMMHC interaction inhibition. Cerulean-Runt/Venus-CBFb-SMMHC FRET ratio 530/480, 1 h. AID 1434. Q01196+Q13951. inhibition, % at 20 µM. 220,000 compounds, 0.74% hits;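 active = mean inhibition across duplicate retests at 20 µM reaching about 50%, limit read from the data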;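 also: 0% = DMSO wells and 100% = wells with excess untagged CBFb-SMMHC; inhibitors lower the FRET ratio by blocking Runt binding to CBFb-SMMHC; some results filed as inactive read as strong as hits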
EP2 antag = EP2 receptor (human) inhibition; 260,000 compounds, 0.52% hits; C6 glioma cells expressing human EP2, cAMP TR-FRET; cells stimulated with saturating PGE2; P43116; AID 1422; inhibition, % at 25 µM;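 active = percent inhibition above 40 after rounding to a whole number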;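 also: rat C6 glioma host cells with rolipram phosphodiesterase inhibitor present; the protocol text gives 20 µM as final concentration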
Target sequence (P43116 whole entry, looked up): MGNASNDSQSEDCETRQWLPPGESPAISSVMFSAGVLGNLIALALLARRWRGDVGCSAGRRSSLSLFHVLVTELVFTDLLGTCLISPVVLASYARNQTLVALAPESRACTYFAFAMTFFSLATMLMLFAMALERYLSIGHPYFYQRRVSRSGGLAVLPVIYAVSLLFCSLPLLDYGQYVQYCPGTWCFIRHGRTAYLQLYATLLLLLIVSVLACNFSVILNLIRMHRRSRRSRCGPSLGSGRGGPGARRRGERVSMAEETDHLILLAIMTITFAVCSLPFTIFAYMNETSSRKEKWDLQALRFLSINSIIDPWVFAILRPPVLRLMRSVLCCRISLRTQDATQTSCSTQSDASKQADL
Runt-CBFb FRET = Runt domain-CBFb interaction inhibition. inhibition, % at 20 µM. 220,000 compounds, 0.46% hits. Q01196+Q13951. AID 1496. Cerulean-Runt/Venus-CBFb FRET ratio 530/480, 1 h;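 active = inhibition over about 50% at 20 µM in the single-dose screen, limit read from the data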;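 also: 0% = DMSO wells and 100% = excess unlabeled CBFb competitor control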
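Doses: 20 µM compound in 1% DMSO | Material: Cerulean-labeled Runt domain protein | Amount: Each fluorescent fusion protein 100 nM | Schedule: Two 1 h room-temperature incubations shielded from light | Measured by: FRET fluorescence | Evaluation: Loss of energy transfer signal | Controls: Unlabeled CBFb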
RBBP9 inhibitor = human RBBP9 hydrolase inhibition | inhibition, % at 7.94 µM | 220,000 compounds, 0.2% hits | recombinant RBBP9, FP-Rh probe fluorescence polarization | AID 1515 | O75884;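 active = inhibition above the campaign mean of all tested compounds plus 3 SD, cut at about 14% in these data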;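 also: plate controls were DMSO wells with RBBP9 for no effect and wells lacking RBBP9 protein for full effect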
Target sequence (O75884 whole entry, looked up): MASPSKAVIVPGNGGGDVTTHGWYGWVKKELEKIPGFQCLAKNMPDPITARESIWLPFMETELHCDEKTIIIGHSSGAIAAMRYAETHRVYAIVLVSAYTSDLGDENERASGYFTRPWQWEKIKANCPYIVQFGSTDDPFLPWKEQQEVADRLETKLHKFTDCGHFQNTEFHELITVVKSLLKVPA
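Assay system: recombinant human RBBP9; Reagent: Serine-hydrolase probe FP-Rh, 375 nM pre-mixing; Doses: 7.94 µM single dose, 0.794% DMSO; Incubation: 30 min then 45 min, 25 °C; Detection: fluorescence polarization (mP), excitation 525 nm, emission 598 nm; Evaluation: percent inhibition from mP, scaled between DMSO and no-protein wells.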
EP2 mod = EP2 receptor (human) modulation; P43116; EP2-expressing cells, cAMP HTRF FRET, PGE2 co-stimulation; induction, % at 25 µM; 260,000 compounds, 0.83% hits; AID 940;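 active = compounds whose cAMP rise, as percent of the full-agonist control response, exceeds 60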;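 also: rat C6 glioma line stably carrying human EP2 under a CMV promoter; the protocol text gives 20 µM as final concentration; 100% = response of wells given 1 µM PGE2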
Starred values were filed as active, the others as inactive; nt = not tested or not shown; & = joins results of further samples.

SMILES	TNF death inh	PERK inhibitor	L929 necroptosis	Hck-Nef inh	Runt-SMMHC FRET	EP2 antag	Runt-CBFb FRET	RBBP9 inhibitor	EP2 mod
CCOc1ccc(NC(=S)NC(=O)c2c(Cl)cnn2CC)c([N+](=O)[O-])c1	1.2	1.0	1.6	0	-3	3	0	4	22
Cc1ccc(C)c(OCC(O)CN2CCC(C)CC2)c1C (stereo unspecified)	-1.1	0.3	0.0	0	3	10	0	-9	21
COc1ccc(-n2c(Cc3cccn3C)nnc2SCC(=O)NC2CCCCC2)cc1	2.3	-0.3	0.5	-1	0	4	-2	-4	25
COc1cccc(/C=N/NC(=O)C(=O)NCc2cccnc2)c1	-7.8	-0.2	-0.3	1	-1	19	0	-8	22
COc1cc(-c2nc3cnccn3c2Nc2c(C)cccc2C)ccc1O	-9.6	-0.6	-0.1	5	18	20	12	-4	-12
COc1ccc(S(=O)(=O)N2CCCC(C(=O)NCc3ccco3)C2)cc1Cl (stereo unspecified)	-2.7	-0.6	0.0	0	-6	4	-2	-4	-7
Cc1cc2n(n1)C(c1ccc3c(c1)OCO3)Nc1c(C)cccc1-2 (stereo unspecified)	-4.0	0.1	-0.2	1	2	14	0	-6	44
CN(Cc1ccccc1NC(=O)c1ccc(S(=O)(=O)N(C)C)cc1)C1CCCCC1	-0.1	-0.6	-0.3	27	2	6	-2	-6	53
O=C(NCc1ccc2c(c1)OCO2)NC1CCCCC1	0.9	1.1	-0.2	19	2	2	0	0	7
Cc1ccc(S(=O)(=O)N2CCN(C(=O)COc3ccc(NC(=O)c4ccco4)cc3)CC2)cc1	0.8	-1.0	0.6	1	-2	7	-1	-13	0
CC[n+]1c(-c2ccccc2)csc1Nc1c(C)n(C)n(-c2ccccc2)c1=O	0.3	-0.4	1.3	-15	4	6	0	-9	13
O=C(Nc1ccc2ncccc2c1)Nc1ccc2ncccc2c1	-10.0	0.5	26	27	-7	8&14	-5	-13	-12&-18
C/C(CC(=O)NC(C)C)=N\NC(=O)COc1cc(C)c(Br)cc1Br	1.9	0.7	1.3	4	-1	8	0	-9	-15
Cc1c(C(=O)O)cccc1-n1c(C)cc(C=O)c1C	0.3	-0.4	-2.8	7	92*	3	14	-6	-2
COc1cccc(Cn2c(-c3cccs3)noc2=O)c1	1.3	0.6	-0.2	2	5	5	1	1	-2
C=CCOc1ccc(Br)cc1CNC(C)(C)CO	1.0	1.3	0.0	-4	-3	6	0	-2	10
O=C(CCCOc1ccccc1)OCn1nnc2ccccc2c1=O	0.0	0.4	2.3	22	1	8	-1	-4	12
Fc1ccc(-c2nnc(Cc3nnc(-c4ccc(F)cc4)o3)o2)cc1	2.7	0.1	0.8	-4	7	8	2	-13	-19
O=C(Cc1ccc(Cl)cc1)NCC(=O)N1CCCCC1	0.6	0.1	2.5	2	-1	10	0	-4	10
Cc1ccc(C)c(S(=O)(=O)NCc2ccc(C(=O)NCc3ccco3)cc2)c1	0.2	-0.7	-0.2	7	0	10	2	-6	-19
COc1ccc(CCc2nnc(CCC(=O)NCc3ccc4ncccc4c3)o2)cc1	0.2	-1.1	0.0	19	2	1	0	-7	8
CN(C)Cc1c(O)ccc2oc(Cc3ccccc3)cc12	1.5	0.3	0.2	1	-4	20	1	-13	-23
C[C@@H](Nc1nc(-c2ccccc2)nc2c1oc1ccccc12)C(=O)O	0.2	1.3	1.2	3	0	7	-2	-3	-2
C=CCN1C(=O)/C(=c2\sc3nc(=O)c(Cc4ccc(OC)c(OC)c4)nn3c2=O)c2ccccc21	1.7	1.0	3.0	15	-8	1	21	-7	10
Cc1cc(C)c(C)c(OCCCCn2cnc3ccccc3c2=O)c1	0.6	0.4	0.5	1	-1	4	-3	0	44
COc1ccc(C(=O)OCCNC(=O)c2ccncc2)cc1OC	-0.1	0.5	0.7	2	0	5	3	0	-1
C/C(=N\NC(=O)Cc1ccc(Cl)cc1)c1ccccn1	-18	-1.0	58	0	0	nt	1	-6	-1
COc1ccc(N=Nc2ccc(N)nc2N)cc1	-2.2	0.1	-0.5	2	-2	15	0	-8	-46
Cc1ccccc1-c1noc(-c2ccc(O)cc2)n1	-12	-0.5	0.0	2	-1	10	-1	-9	7
Cc1[nH]c2ccccc2c1SCC(=O)N1CCC(C)CC1	0.9	-0.2	-0.3	13	2	6	0	-3	1
COC(=O)CNc1nc(-c2ccncc2)nc2ccccc12	-2.1	-0.2	9.3	10	3	nt	-2	4	-2
CNc1ccc(Br)cc(C(=O)/C=C/c2ccc(OC)cc2)c1=O	-0.5	0.5	0.5	28	-3	7	8	2	-3
Cc1ccc(C(=O)N/C(=C\c2ccc(Br)cc2)c2nc(=S)[nH][nH]2)cc1	-16	-0.2	0.0	1	7	4	1	-4	-2
Brc1cccc(-c2nnc(-c3ccccc3)o2)c1	-2.6	1.1	0.2	8	0	8	-2	0	3
COC(=O)CN1C(=O)N(c2ccccc2)C(N(O)C(=O)Nc2ccccc2)C1(C)C (stereo unspecified)	-3.0	0.4	-0.1	-1	1	nt	0	-4	36
O=C1CC(c2ccccc2)NC(=O)N1 (stereo unspecified)	1.6	0.6	5.1	-2	-1	15	2	0	-9
CC(C)(C)S(=O)(=O)Cc1nc(-c2ccc(Cl)c(Cl)c2)cs1	1.0	-0.1	0.7	8	1	7	-1	-7	-32
Cc1cccc(C)c1NC(=O)Nc1ccc(S(N)(=O)=O)cc1	-0.1	0.1	0.7	3	-2	8&8	-1	-7	-4&31
O=C1OCCC1Sc1nnnn1-c1ccc(Cl)cc1 (stereo unspecified)	0.0	1.3	-0.3	9	-3	2	0	-4	-7
CC(c1ccccc1)n1c(SCC(=O)N2CC(=O)Nc3ccccc32)nc2ccccc2c1=O (stereo unspecified)	-0.6	-0.3	0.8	2	1	8	-2	-12	-3
O=C(O)CNC(=O)c1ccc2c(c1)OCCO2	0.5	0.6	-0.6	0	-3	9	3	-4	14
CC(=O)Nc1ccc(NC(=O)C2CCCN(C(=O)c3ccc(Cl)cc3)C2)cc1 (stereo unspecified)	0.2	0.4	1.0	27	0	8	1	-2	-9
Cc1ccc(NC(=O)Cn2nc(-c3ccccc3)nc2-c2ccccc2)c(C)c1	1.2	-0.2	1.1	12	-4	5	-5	-5	7
CC(=O)N(C)c1ccc(NC(=O)c2ccccc2C(=O)O)cc1	0.0	1.1	0.8	-8	-2	5	3	6	22
COc1ccc(-c2nc3ccc(C)cn3c2NCc2ccc3c(c2)OCO3)cc1	1.3	-0.2	1.0	23	nt	6	nt	-2	-12
CCN1C(=O)N/C(=C/c2ccc(C)o2)C1=O	0.6	0.5	-0.4	5	1	3	14	-2	-3
O=C(c1ccccc1)N1CCn2c(nc3ccccc32)C1	1.1	0.5	0.8	-1	2	6	-1	-9	21
CCOc1ccc(/C(=N\O)C(C)NO)cc1 (stereo unspecified)	-1.1	0.4	2.0	0	-2	11	-2	-7	57

Laid out differently: results already given
The line under a structure holds: TNF death inh, PERK inhibitor, L929 necroptosis, Hck-Nef inh, Runt-SMMHC FRET, EP2 antag, Runt-CBFb FRET, RBBP9 inhibitor, EP2 mod
Cc1cc2n(n1)C(c1ccc3c(c1)OCO3)Nc1c(C)cccc1-2 (stereo unspecified)
    -4.0, 0.1, -0.2, 1, 2, 14, 0, -6, 44
CN(Cc1ccccc1NC(=O)c1ccc(S(=O)(=O)N(C)C)cc1)C1CCCCC1
    -0.1, -0.6, -0.3, 27, 2, 6, -2, -6, 53
O=C(NCc1ccc2c(c1)OCO2)NC1CCCCC1
    0.9, 1.1, -0.2, 19, 2, 2, 0, 0, 7
Cc1ccc(S(=O)(=O)N2CCN(C(=O)COc3ccc(NC(=O)c4ccco4)cc3)CC2)cc1
    0.8, -1.0, 0.6, 1, -2, 7, -1, -13, 0
CC[n+]1c(-c2ccccc2)csc1Nc1c(C)n(C)n(-c2ccccc2)c1=O
    0.3, -0.4, 1.3, -15, 4, 6, 0, -9, 13
O=C(Nc1ccc2ncccc2c1)Nc1ccc2ncccc2c1
    -10.0, 0.5, 26, 27, -7, 8&14, -5, -13, -12&-18
C/C(CC(=O)NC(C)C)=N\NC(=O)COc1cc(C)c(Br)cc1Br
    1.9, 0.7, 1.3, 4, -1, 8, 0, -9, -15
Cc1c(C(=O)O)cccc1-n1c(C)cc(C=O)c1C
    0.3, -0.4, -2.8, 7, 92*, 3, 14, -6, -2
COc1cccc(Cn2c(-c3cccs3)noc2=O)c1
    1.3, 0.6, -0.2, 2, 5, 5, 1, 1, -2
C=CCOc1ccc(Br)cc1CNC(C)(C)CO
    1.0, 1.3, 0.0, -4, -3, 6, 0, -2, 10
O=C(CCCOc1ccccc1)OCn1nnc2ccccc2c1=O
    0.0, 0.4, 2.3, 22, 1, 8, -1, -4, 12

Next compounds follow:
SMILES	TNF death inh	PERK inhibitor	L929 necroptosis	Hck-Nef inh	Runt-SMMHC FRET	EP2 antag	Runt-CBFb FRET	RBBP9 inhibitor	EP2 mod
Clc1ccc(-c2nnc(-c3ccc(Br)cc3)c(N3CCSCC3)n2)cc1	-2.0	0.4	0.1	-1	-4	4	3	1	7
O=C(CNCc1ccccc1Cl)NCc1ccco1	-3.3	-0.5	0.2	-6	-6	8	5	1	6
O=C1CC(/C=C/c2ccc(Cl)cc2)=Nc2ccccc2N1	-0.7	0.4	77*	39	-2	8	-5	-8	-43
COC(=O)c1ccc(-c2nn(C)c(=O)c3ccccc23)cc1	3.1	1.0	0.9	21	0	11&12	0	-2	10&1
C=CCC(O)c1c(-c2ccccc2)nn(C)c1Cl (stereo unspecified)	-0.6	0.1	1.0	24	1	11	1	-6	-59
CCOC(=O)N1CCN(C(=O)CN(c2cccc(OC)c2)S(C)(=O)=O)CC1	0.8	0.4	-1.1	0	-1	4	1	3	6
CC(C)OCCCN(CC(O)c1ccccc1)CC(O)c1ccccc1 (stereo unspecified)	1.4	-0.6	0.6	3	12	2	-1	6	11
C/C(N)=C(/C#N)C(=O)COC(=O)CNS(=O)(=O)c1ccc2ccccc2c1	1.9	0.9	0.4	12	0	17	-1	-12	-53
Cc1ccc(C(C(=O)NC2CCCCC2)N(CCC(C)C)C(=O)CNC(=O)c2ccco2)o1 (stereo unspecified)	-4.6	-1.1	0.0	1	-3	13	-4	-9	34
CC12CCC(C(=O)NCc3ccccc3Cl)(C(Br)C1=O)C2(C)C (stereo unspecified)	2.5	0.1	0.1	6	-8	3	-4	-3	10
CC(Sc1ccc(Br)cc1)C(N)=O (stereo unspecified)	3.5	0.3	1.1	2	1	12	1	-1	35
Cc1nn(C)cc1CNC(=O)Nc1ccc(Cl)cc1	-0.6	-0.3	0.2	12	7	6	-1	-4	-9

Some of the compounds tested; count on the stated rates, not on these rows.
